# Dengue-2 NS5 capping = Dengue-2 NS5 methyltransferase inhibitors, primary screen, biochemical, confirmation dose response (AID 588689) | Dengue-2 NS5 methyltransferase capping enzyme assay, biochemical; higher % means a stronger effect | 0.3% of 340,000 active | inhibition, % at 25 µM; hits with a dose series show IC50 in µM; in the data active = a potency from the dose series
# West Nile virus CPE = inhibition of WNV-induced cytopathic effect – cell-based, CPE readout (AID 1621). West Nile virus-infected cells, CPE inhibition; higher % means a stronger effect. CPE inhibition, % at 10 µM; hits with a dose series show IC50 in µM. 0.02% of 290,000 active; in the data active = a potency from the dose series; also: strong numbers were not always called active
# SV40 large T antigen = SV40 large T antigen inhibitors, biochemical (AID 1903); SV40 large T antigen ATPase/helicase inhibition assay; higher % means a stronger effect; inhibition, % at 20 µM; hits with a dose series show IC50 in µM; 0.39% of 310,000 active; in the data active = a potency from the dose series; also: strong numbers were not always called active
# UTI89 phage lysis = inhibition of K1F phage lysis, E. coli UTI89, bacterial capsule biogenesis inhibitors, alamar blue (AID 488966); 0.02% of 340,000 active; one-dose inhibition, % at 100 µM; IC50 in µM for titrated hits; E. coli UTI89 K1F phage lysis, alamar blue, 2 h; higher % means a stronger effect;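 active = phage lysis inhibition, versus mean bacterial control, above a set limit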;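 also: capsule biogenesis inhibitors block K1F phage lysis so surviving cells raise fluorescence; higher fluorescence means more inhibition of phage lysis; actives were called in the ten point dose series up to 300 µM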
# RSV antiviral HEp-2 = RSV antiviral activity via CPE protection, HEp-2 cells, primary 10 µM value included (AID 2391); HEp-2 cells, RSV-induced CPE inhibition; higher % means a stronger effect; 0.13% of 310,000 active; CPE inhibition, % at 10 µM; hits with a dose series show IC50 in µM; in the data active = a potency from the dose series; also: strong numbers were not always called active
# * = called active by the depositor; · = not tested or not shown; [ ] = another dose, or the depositor's remark. This is a subset (hit frequency here may not be typical).
SMILES,Dengue-2 NS5 capping,West Nile virus CPE,SV40 large T antigen,UTI89 phage lysis,RSV antiviral HEp-2
COC(/C(C)=C/C=C/C(C)=C/c1coc(C)n1)C(C)C1CC(O)C2(C)OC2C=CC(C)C2CC(CC(=O)O2)CC2OC2C(=O)O1 (stereo not drawn),-6.2%,·,·,-0.1%,·
N#Cc1ccc(NC(=O)CN2CCN(C(=O)c3cccs3)CC2)cc1Cl,-2.9%,·,·,-0.1%[50 µM],·
CC1c2ccccc2-n2nncc2CN1C (stereo not drawn),-5.2%,·,·,0.2%,·
CC1(C(=O)O)CC12c1ccccc1-c1ccccc12 (stereo not drawn),7.7%,·,·,1.3%,·
CC1(C)CC2CCC(O)C2C(CCO)N1 (stereo not drawn),-0.8%,·,·,2.7%,·
COc1ccc(N2C(=O)/C(=C/c3ccc(C)o3)C(=O)NC2=S)cc1,14.3%,0.4%,·,1.5%,·
COc1ccccc1N1CCN(Cc2ccc3c(c2)OCO3)CC1,-7.8%,·,13.6%,0.5%,·
NCCc1ccc(OCc2ccccc2)c(OCc2ccccc2)c1,-2.9%,·,·,0.5%,-2.0%
COC(=O)C1=C(c2c(C)noc2C)C[C@@H]2CC[C@H]1N2C(=O)N1CCC(C)CC1,-11.2%,·,·,2.0%,1.4%
Nc1ccc([N+](=O)[O-])cc1,-4.4%,·,·,-1.3%,0.8%
COC(=O)C1=C(c2ccc3ccccc3c2)C[C@@H]2CC[C@H]1N2C(=O)NC(C)C,-4.2%,·,·,0.6%,0.1%
COC(=O)C1=C(c2ccc(OC(F)(F)F)cc2)C[C@@H]2CC[C@H]1N2C(=O)N1CCC(C)CC1,-0.7%,·,·,1.0%,4.9%
COC(=O)C1=C(c2cccc(C#N)c2)C[C@@H]2CC[C@H]1N2C(=O)N1CCC(C)CC1,-4.0%,·,·,-1.2%,-0.2%
COC(=O)C1=C(c2ccc(-c3ccccc3)c(F)c2)C[C@@H]2CC[C@H]1N2C(=O)NC1CCCCC1,-0.8%,·,·,1.5%,0.5%
Cc1ccc(N)cc1N,0.7%,·,·,-0.8%,0.6%
CCCNC(=O)N1[C@H]2CC[C@@H]1C(C(=O)OC)=C(c1ccc(-c3ccccc3)c(F)c1)C2,-1.2%,·,·,1.9%,1.5%
CC(C)OS(C)(=O)=O,-0.7%,·,·,-0.6%,0.6%
COC(=O)C1=C(c2ccc(-c3ccccc3)c(F)c2)C[C@@H]2CC[C@H]1N2C(=O)NC1CC1,-6.4%,·,·,0.3%,2.7%
OCC(Br)CBr (stereo not drawn),-2.9%,·,·,-1.1%,2.3%
O=[N+]([O-])c1cccc2c([N+](=O)[O-])cccc12,-0.7%,·,·,-0.3%,14.2%
COC(=O)C1=C(c2ccc(F)cc2F)C[C@@H]2CC[C@H]1N2C(=O)NCc1ccc(C(F)(F)F)cc1,0.7%,·,·,0.8%,-1.5%
COc1ccc2[nH]c(C)c(CCNCc3cccnc3)c2c1,1.5%,·,·,0.4%[50 µM],-0.3%
COC(=O)C1=C(c2c(C)noc2C)C[C@@H]2CC[C@H]1N2C(=O)NC1Cc2ccccc2C1,-5.6%,·,·,0.4%,1.4%
Cc1cc(=O)oc2cc(OCC(=O)N3CCN(C(C)c4ccccc4)CC3)c(Cl)cc12 (stereo not drawn),-1.6%,·,·,0.0%[50 µM],1.9%
O=C(Cc1cccc(C(F)(F)F)c1)N1CCN(CC(=O)N2CCCC2)CC1,3.1%,·,·,0.7%[50 µM],-0.4%
CC(C)CC(C)N (stereo not drawn),3.6%,·,·,5.4%,0.3%
COC(=O)C1=C(c2ccc(F)cc2F)C[C@@H]2CC[C@H]1N2C(=O)N1CCOCC1,-2.8%,·,·,0.9%,2.9%
COC(=O)C1=C(c2c(C)noc2C)C[C@@H]2CC[C@H]1N2C(=O)N1CCC(O)CC1,-3.5%,·,·,0.2%,-0.2%
COC(=O)C1=C(c2cccc3c2S(=O)(=O)c2ccccc2-3)C[C@@H]2CC[C@H]1N2C(=O)N1CCc2cc(OC)c(OC)cc2C1,-4.8%,·,·,0.9%,2.2%
COC(=O)C1=C(c2ccc(OCc3ccccc3)cc2)C[C@@H]2CC[C@H]1N2C(=O)NCc1cccc(OC)c1,-2.0%,·,·,-0.3%,2.7%
CC(=O)O[C@H]1C[C@@H]2CC[C@@H]3[C@H](CC[C@]4(C)C(=O)CC[C@@H]34)[C@@]2(C)C[C@@H]1OC(C)=O,0.0%,·,·,-3.0%,2.0%
COC(=O)C1=C(c2ccc(F)cc2F)C[C@@H]2CC[C@H]1N2C(=O)NC1CC1,0.8%,·,·,-0.2%,1.2%
COC(=O)C1=C(c2cccc(OCc3ccccc3)c2)C[C@@H]2CC[C@H]1N2C(=O)NCc1cccc(OC)c1,-3.3%,·,·,2.6%,3.9%
COC(=O)C1=C(c2c(C)noc2C)C[C@@H]2CC[C@H]1N2C(=O)N1CCC(O)(c2ccc(Cl)cc2)CC1,-4.8%,·,·,0.3%,1.6%
Cc1cccc(NC(=O)COC(=O)c2cc(C)n(C3CC3)c2C)c1,-8.4%,·,·,1.4%[50 µM],1.3%
COC(=O)C1=C(c2cccc(OCc3ccccc3)c2)C[C@@H]2CC[C@H]1N2C(=O)NCc1ccc(C(F)(F)F)cc1,0.4%,·,·,0.0%,1.1%
COC(=O)C1=C(c2ccc(Cl)c(C(F)(F)F)c2)C[C@@H]2CC[C@H]1N2C(=O)N1CCOCC1,-2.8%,·,·,-0.1%,-0.2%
COC(=O)C1=C(c2ccc(F)cc2OCc2ccccc2)C[C@@H]2CC[C@H]1N2C(=O)NCc1ccc2c(c1)OCO2,-9.6%,·,·,1.3%,3.5%
COC(=O)C1=C(c2cccc(OCc3ccccc3)c2)C[C@@H]2CC[C@H]1N2C(=O)NCc1ccccc1C(F)(F)F,0.8%,·,·,3.3%,0.0%
COC(=O)C1=C(c2ccc(OC)c(OC)c2)C[C@@H]2CC[C@H]1N2C(=O)N1CCOCC1,-8.0%,·,·,1.2%,-0.4%
COC(=O)C1=C(c2cc3ccccc3s2)C[C@@H]2CC[C@H]1N2C,8.4%,·,·,1.6%,0.3%
COC(=O)C1=C(c2cccc(C#N)c2)C[C@@H]2CC[C@H]1N2C(=O)NCCOc1ccccc1Cl,-8.8%,·,·,-0.5%,-0.2%
COC(=O)C1=C(c2ccc(C(C)=O)cc2)C[C@@H]2CC[C@H]1N2C(=O)N1CCC(O)(c2ccc(Cl)cc2)CC1,-6.3%,·,·,0.1%,-0.2%
COC(=O)C1=C(c2cccc(C#N)c2)C[C@@H]2CC[C@H]1N2C(=O)NCCO,2.0%,·,·,1.1%,2.0%
COC(=O)C1=C(c2cccc(OCc3ccccc3)c2)C[C@@H]2CC[C@H]1N2C(=O)NCc1cc(C)oc1C(F)(F)F,-10.0%,·,·,1.5%,2.2%
COC(=O)C1=C(c2cccc(C#N)c2)C[C@@H]2CC[C@H]1N2C(=O)N1CCCC1,-11.1%,·,·,2.4%,0.8%
COC(=O)C1=C(c2c(C)noc2C)C[C@@H]2CC[C@H]1N2C(=O)N1CCCCC1,-1.4%,·,·,0.8%,-0.2%
O=[N+]([O-])c1c2ccccc2cc2ccccc12,-5.1%,·,·,-0.9%,3.1%
Clc1cccc(Cl)c1Cl,-7.3%,·,·,-1.1%,0.7%
C/C=C/CC#N,-2.9%,·,·,0.8%,2.8%
COC(=O)C1=C(c2ccc3ccccc3c2)C[C@@H]2CC[C@H]1N2C,-6.3%,·,·,-0.2%,-0.9%
CC(C)(C)NC(=O)CN1CCCN(C(=O)COc2ccc(Cl)c3ccccc23)CC1,0.0%,·,·,-0.6%[50 µM],-0.5%

# Limited to Dengue-2 NS5 capping, RSV antiviral HEp-2 and SV40 large T antigen (2 entries from above):
SMILES | Dengue-2 NS5 capping | RSV antiviral HEp-2 | SV40 large T antigen
COC(=O)C1=C(c2ccc3ccccc3c2)C[C@@H]2CC[C@H]1N2C | -6.3% | -0.9% | ·
CC(C)(C)NC(=O)CN1CCCN(C(=O)COc2ccc(Cl)c3ccccc23)CC1 | 0.0% | -0.5% | ·

# Looked up above.
# `COC(=O)C1=C(c2cc3ccccc3s2)C[C@@H]2CC[C@H]1N2C` in UTI89 phage lysis is listed with 1.6%
# `COC(=O)C1=C(c2c(C)noc2C)C[C@@H]2CC[C@H]1N2C(=O)N1CCCCC1` in RSV antiviral HEp-2 is listed with -0.2%

# Rewritten with two lines to a compound: entries from further up
# Below each SMILES: Dengue-2 NS5 capping | West Nile virus CPE | SV40 large T antigen | UTI89 phage lysis | RSV antiviral HEp-2
> COC(/C(C)=C/C=C/C(C)=C/c1coc(C)n1)C(C)C1CC(O)C2(C)OC2C=CC(C)C2CC(CC(=O)O2)CC2OC2C(=O)O1 (stereo not drawn)
 : -6.2% | · | · | -0.1% | ·
> N#Cc1ccc(NC(=O)CN2CCN(C(=O)c3cccs3)CC2)cc1Cl
 : -2.9% | · | · | -0.1%[50 µM] | ·
> CC1c2ccccc2-n2nncc2CN1C (stereo not drawn)
 : -5.2% | · | · | 0.2% | ·
> CC1(C(=O)O)CC12c1ccccc1-c1ccccc12 (stereo not drawn)
 : 7.7% | · | · | 1.3% | ·
> CC1(C)CC2CCC(O)C2C(CCO)N1 (stereo not drawn)
 : -0.8% | · | · | 2.7% | ·
> COc1ccc(N2C(=O)/C(=C/c3ccc(C)o3)C(=O)NC2=S)cc1
 : 14.3% | 0.4% | · | 1.5% | ·
> COc1ccccc1N1CCN(Cc2ccc3c(c2)OCO3)CC1
 : -7.8% | · | 13.6% | 0.5% | ·
> NCCc1ccc(OCc2ccccc2)c(OCc2ccccc2)c1
 : -2.9% | · | · | 0.5% | -2.0%
> COC(=O)C1=C(c2c(C)noc2C)C[C@@H]2CC[C@H]1N2C(=O)N1CCC(C)CC1
 : -11.2% | · | · | 2.0% | 1.4%
> Nc1ccc([N+](=O)[O-])cc1
 : -4.4% | · | · | -1.3% | 0.8%
> COC(=O)C1=C(c2ccc3ccccc3c2)C[C@@H]2CC[C@H]1N2C(=O)NC(C)C
 : -4.2% | · | · | 0.6% | 0.1%
> COC(=O)C1=C(c2ccc(OC(F)(F)F)cc2)C[C@@H]2CC[C@H]1N2C(=O)N1CCC(C)CC1
 : -0.7% | · | · | 1.0% | 4.9%
> COC(=O)C1=C(c2cccc(C#N)c2)C[C@@H]2CC[C@H]1N2C(=O)N1CCC(C)CC1
 : -4.0% | · | · | -1.2% | -0.2%
> COC(=O)C1=C(c2ccc(-c3ccccc3)c(F)c2)C[C@@H]2CC[C@H]1N2C(=O)NC1CCCCC1
 : -0.8% | · | · | 1.5% | 0.5%
> Cc1ccc(N)cc1N
 : 0.7% | · | · | -0.8% | 0.6%

# Screening results: PubChem, Southern Research Specialized Biocontainment Screening Center
